From PubChem BioAssay
Sm TGR inh: S. mansoni TGR enzyme inhibition; Q962Y6; purified TGR, DTNB reduction, TNB absorbance 405 nm; Potency, µM (titrated, usually from 114 µM), inactives show at the top dose activity change, negative = inhibition, most hits filed as inhibitors; 360,000 tested, 3% active; AID 485364; further: potency means the concentration at half of the fitted maximal effect; nearly all actives have a fitted effect of over 60% in size
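TGR 20 nM + NADPH 100 uM (dispensed conc.), cpd preinc 15 min RT; start with NADPH (500 uM addition) then DTNB (15 mM addition). Kinetic TNB absorbance, 405 nm filter. Four-parameter Hill fit across titration.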
AmpC inh detg: inhibitors of E. coli AmpC beta-lactamase with detergent | P00811 | AmpC hydrolysis of nitrocefin, absorbance 480 nm, 0.01% Triton | Potency, µM (top dose mostly 114 µM), without a hit: at the highest dose activity change, negative = inhibition, most hits filed as inhibitors | 370,000 tested, 0.041% active | AID 485294;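 further: potency means the concentration at half of the fitted maximal effect; 0% = no-compound wells and -100% = no-enzyme wells; nearly all actives have a fitted effect of over 25% in size; some results filed as inactive show a strong effect at the top dose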
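AmpC (5.3 nM in the dispensed reagent) in 20 mM phosphate pH 7.0 with 0.01% (detergent screen) or 0.0001% Triton X-100 was preincubated with compounds for 15 min at room temperature. Nitrocefin was then added from an 800 uM solution, and hydrolysis was followed at 480 nm.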
AmpC inh no detg: AmpC beta-lactamase inhibition without detergent. P00811. 330,000 tested, 0.52% active. AID 485341. AmpC nitrocefin hydrolysis, absorbance 480 nm, 0.0001% Triton. Potency, µM (titrated, usually from 57.1 µM), inactives show at the highest dose activity change, negative = inhibition, actives largely listed as inhibitors;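 further: potency means the concentration at half of the fitted maximal effect; plate controls were no compound for no effect and no enzyme for full effect; nearly all actives have a fitted effect of over 20% in size; some results filed as inactive show a strong effect at the top dose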
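AmpC (5.3 nM in the dispensed reagent) in 20 mM phosphate pH 7.0 with 0.01% (detergent screen) or 0.0001% Triton X-100 was preincubated with compounds for 15 min at room temperature. Nitrocefin was then added from an 800 uM solution, and hydrolysis was followed at 480 nm.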
Tb PYK inh: blocks Trypanosoma brucei pyruvate kinase. TbPYK enzyme, Kinase-Glo Plus ATP luminescence, 45 min. Q57TT1. 410,000 tested, 0.12% active. AID 624173. Potency, µM (doses to about 76.8 µM), for inactives: top-dose activity, negative = inhibition, actives largely listed as inhibitors; further: potency means the concentration at half of the fitted maximal effect; nearly all actives have a fitted effect of over 50% in size
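Enzyme and substrate buffer are dispensed first and compound is pin-transferred. ADP at 130 uM final then starts the reaction, which runs 45 min at room temperature. Detection reagent is added for 10 min before luminescence is imaged.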
HCMV antiviral: human cytomegalovirus inhibition | HFF cells, HCMV-luciferase reporter, 72 h; hits give low values | AID 1259415 | 410,000 tested, 4.5% active | activity change, negative = inhibition, % at 57.5 µM; in the data active means activity change below about -60%; inconclusive means no clear call, values can overlap the other calls; inactive means above about -39%
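Compounds were evaluated in HFFs infected with an HCMV luciferase reporter virus (MOI 1 PFU/cell). Luciferase in lysates collected 72 h post infection served as the replication measure.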
LmPK inhibitor: inhibitors of Leishmania mexicana pyruvate kinase. Q27686. purified LmPK, Kinase-Glo ATP luminescence, 1 h. Potency, µM (doses to about 57.5 µM), inactives show at the top dose activity change, negative = inhibition, most hits filed as inhibitors. 290,000 tested, 0.37% active; further: potency means the concentration at half of the fitted maximal effect
Target sequence (Q27686 whole entry, looked up): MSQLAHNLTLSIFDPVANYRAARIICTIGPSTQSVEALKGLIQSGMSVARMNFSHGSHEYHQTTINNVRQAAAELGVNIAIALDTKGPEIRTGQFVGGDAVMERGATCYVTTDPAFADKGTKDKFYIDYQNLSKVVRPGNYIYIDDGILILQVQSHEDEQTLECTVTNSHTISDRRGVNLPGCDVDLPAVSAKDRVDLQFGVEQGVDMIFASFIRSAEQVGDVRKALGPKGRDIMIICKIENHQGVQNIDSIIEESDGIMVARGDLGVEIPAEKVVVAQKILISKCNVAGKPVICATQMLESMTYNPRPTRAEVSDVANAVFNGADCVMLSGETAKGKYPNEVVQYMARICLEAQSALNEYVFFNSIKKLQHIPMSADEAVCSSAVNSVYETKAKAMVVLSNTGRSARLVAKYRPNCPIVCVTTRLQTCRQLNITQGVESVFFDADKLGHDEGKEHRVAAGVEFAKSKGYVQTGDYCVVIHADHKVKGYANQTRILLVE
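Purified LmPK (0.1 nM) with 0.5 mM PEP and 0.1 mM ADP in imidazole buffer pH 7.2 with MgCl2/KCl, 1 h at room temperature. ATP formed was read by luciferase luminescence and normalized to no-enzyme and uninhibited controls.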
AMA1-RON2 inh: inhibitors of Plasmodium falciparum AMA1-RON2 interaction. 360,000 tested, 0.2% active. Potency, µM (top dose mostly 58.2 µM), inactives show at the top dose activity change, negative = inhibition, actives largely listed as inhibitors. AID 720542. AlphaScreen AMA1-biotinylated RON2 peptide binding;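 further: potency means the concentration at half of the fitted maximal effect; 0% = vehicle wells and -100% = peptide control; nearly all actives have a fitted effect of over 45% in size; some results filed as inactive show a strong effect at the top dose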
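AMA1 (3D7) with his tag at 25 nM final met compounds first, then biotinylated RON2 peptide at 25 nM; detection used donor plus acceptor beads, 10 µg/mL apiece, read by AlphaScreen after 30 min at room temperature.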
* hit, by the source's call; ? = inconclusive; / = not tested or not shown; [ ] = another dose, or the depositor's remark. Unless noted, the call rests on the fitted dose curve; in most records, active means well fitted curve in the direction sought with a large enough effect; inconclusive means small, poorly fitted or top-dose-only effect, or another doubt; inactive means no such curve, though single readings can be large; an effect the other way counts as inactive or inconclusive. Unless noted, on the % scale 0 is the no-effect control and ±100 the full control effect. Hits appear at their usual frequency; 7.4% or so of the library scored in one or more.

1. O=C(CSc1nnc(-c2ccccc2)c(-c2ccccc2)n1)NC1CCS(=O)(=O)C1 (centres undefined)
2. CC(C)NC(=O)C1Cc2c(-c3ccc(Cl)cc3)ccnc2O1 (centres undefined)
3. CCOCCn1c(=NC(=O)CSCC(=O)Nc2cc(C)on2)sc2cc(OC)ccc21
4. Cc1cc2ccccc2c(=O)n1CC(=O)N(C)c1ccc(F)cc1
5. Cc1nnc(NN2CCOCC2)[nH]c1=O
6. CCc1ccc(-n2nc(C)c3c(C)cc(=O)n(CC(=O)Nc4ccc(F)cc4C)c32)cc1
7. CCC[C@@H]1Cc2ccccc2N1C(C)=O
8. C[C@@H]1CN([C@@H](C)CO)C(=O)CCCn2cc(nn2)CO[C@H]1CN(C)S(=O)(=O)c1ccc(-c2ccccc2)cc1
9. COc1cc(NC(=O)CSc2nc3[nH]ncc3c(=O)n2-c2ccc(Cl)cc2)cc(OC)c1
10. Cc1ccc(NCc2ccccc2)cc1

assay / entry,1,2,3,4,5,6,7,8,9,10
Sm TGR inh,7%,/,-6%,-6%,-31%,-1%,-12%,/,-4%,4%
AmpC inh detg,1%,/,3%,-11%,5%,18%,2%,/,0%,6%
AmpC inh no detg,19%,/,-15%,-8%,-12%,/,-4%,/,78%[activator],-21%
Tb PYK inh,0%,-2%,3%,4%,-2%,1%,-9%,-10%,-1%,3%
HCMV antiviral,12,1,53,-103*,-31,5,1,-12,?,3
LmPK inhibitor,-4%,/,-6%,-1%,-5%,/,/,/,-1%,3%
AMA1-RON2 inh,-3%,-3%,-8%,36%[activator],2%,/,1%,-5%,31%[activator],?

11. CCc1nc(NCCc2ccccn2)c2nnn(Cc3ccccc3F)c2n1
12. Cc1cc(C)c(C#N)c(Nc2ccccc2C)n1
13. Cc1cc2c(=O)n(C)c(SCC(=O)Nc3cccc(O)c3)nc2s1
14. COc1cc([N+](=O)[O-])ccc1NC(=O)CCCOc1ccc(C)cc1
15. CCOc1ccc(C(=O)Nc2ccc3nc(N4CCN(CC)CC4)cc(C)c3c2)cc1
16. COc1cc(C(=O)OCC(=O)Nc2ccc(OC(F)F)cc2)cc(OC)c1OC
17. O=c1oc2c3c(ccc2c2ccccc12)OCN(Cc1ccc(Cl)cc1)C3
18. CCOC(=O)c1c(NC(=O)c2cccs2)sc(C)c1CC
19. COc1cc(CO)ccc1OCc1nnnn1-c1ccc(C)cc1
20. CCCCOc1ccccc1NC(=O)CC1Sc2ccccc2NC1=O (centres undefined)

assay / entry,11,12,13,14,15,16,17,18,19,20
Sm TGR inh,1%,0%,-23%,4%,2%,-1%,0%,-4%,10%,0%
AmpC inh detg,-9%,?,-11%,2%,1%,1%,6%,?,-4%,5%
AmpC inh no detg,51%,-5%,-52%,-32%,-5%,6%,/,-31%,-12%,/
Tb PYK inh,5%,2%,0%,-24%,-2%,-1%,-5%,0%,-25%,-5%
HCMV antiviral,5,8,?,50,?,-11,-13,-38,-63*,-5
LmPK inhibitor,4%,-5%,8%,0%,5%,7%,/,9%,-5%,/
AMA1-RON2 inh,-1%,12%,0%,-7%,-4%,1%,/,30%,-4%,/

21. Cc1ccc(S(=O)(=O)N(CC(=O)Nc2ccc(F)cc2F)Cc2ccc(F)cc2)cc1
22. COc1ccc(CCNC(=O)c2ccccc2NS(=O)(=O)c2cc(C(=O)O)ccc2OC)cc1
23. Cc1nc2c(c(=O)n1CCC(C)C)c1nc3ccccc3nc1n2CC1CCCO1 (centres undefined)
24. COc1cc(NC(=O)c2cc(-c3cccs3)on2)cc(OC)c1OC
25. Cc1ccc(C2C3=C(CCCC3=O)OC3=C2C(=O)CCC3)cc1
26. CCOc1cc(C=O)ccc1OCCSc1ccc(C)cc1
27. O=C(O)CC(CC(=O)O)(C(=O)O)c1ccccc1
28. O=C(CNCC1(N2CCOCC2)CCCCC1)Nc1ccc(Cl)cc1
29. CC(C(=O)Nc1ccccc1Cl)c1ccc([N+](=O)[O-])cc1 (centres undefined)

assay / entry,21,22,23,24,25,26,27,28,29
Sm TGR inh,6%,-1%,8%,-15%,7%,1%,9%,0%,-8%
AmpC inh detg,5%,-9%,4%,-13%,-10%,3%,3%,1%,-4%
AmpC inh no detg,/,-28%,-21%,37%,2%,-4%,-8%,7%,-30%
Tb PYK inh,-1%,-4%,4%,2%,6%,-12%,0%,-3%,-4%
HCMV antiviral,?,8,-3,38,7,94,-38,19,-9
LmPK inhibitor,/,2%,3%,0%,7%,3%,-4%,4%,-3%
AMA1-RON2 inh,/,-2%,0%,-15%,1%,89%[activator],0%,-12%,-13%

Another view of 15 compounds above.
entry	molecule	Sm TGR inh	AmpC inh detg	AmpC inh no detg	Tb PYK inh	HCMV antiviral	LmPK inhibitor	AMA1-RON2 inh
1	O=C(CSc1nnc(-c2ccccc2)c(-c2ccccc2)n1)NC1CCS(=O)(=O)C1 (centres undefined)	7%	1%	19%	0%	12	-4%	-3%
2	CC(C)NC(=O)C1Cc2c(-c3ccc(Cl)cc3)ccnc2O1 (centres undefined)	/	/	/	-2%	1	/	-3%
3	CCOCCn1c(=NC(=O)CSCC(=O)Nc2cc(C)on2)sc2cc(OC)ccc21	-6%	3%	-15%	3%	53	-6%	-8%
4	Cc1cc2ccccc2c(=O)n1CC(=O)N(C)c1ccc(F)cc1	-6%	-11%	-8%	4%	-103*	-1%	36%[activator]
5	Cc1nnc(NN2CCOCC2)[nH]c1=O	-31%	5%	-12%	-2%	-31	-5%	2%
6	CCc1ccc(-n2nc(C)c3c(C)cc(=O)n(CC(=O)Nc4ccc(F)cc4C)c32)cc1	-1%	18%	/	1%	5	/	/
7	CCC[C@@H]1Cc2ccccc2N1C(C)=O	-12%	2%	-4%	-9%	1	/	1%
8	C[C@@H]1CN([C@@H](C)CO)C(=O)CCCn2cc(nn2)CO[C@H]1CN(C)S(=O)(=O)c1ccc(-c2ccccc2)cc1	/	/	/	-10%	-12	/	-5%
9	COc1cc(NC(=O)CSc2nc3[nH]ncc3c(=O)n2-c2ccc(Cl)cc2)cc(OC)c1	-4%	0%	78%[activator]	-1%	?	-1%	31%[activator]
10	Cc1ccc(NCc2ccccc2)cc1	4%	6%	-21%	3%	3	3%	?
11	CCc1nc(NCCc2ccccn2)c2nnn(Cc3ccccc3F)c2n1	1%	-9%	51%	5%	5	4%	-1%
12	Cc1cc(C)c(C#N)c(Nc2ccccc2C)n1	0%	?	-5%	2%	8	-5%	12%
13	Cc1cc2c(=O)n(C)c(SCC(=O)Nc3cccc(O)c3)nc2s1	-23%	-11%	-52%	0%	?	8%	0%
14	COc1cc([N+](=O)[O-])ccc1NC(=O)CCCOc1ccc(C)cc1	4%	2%	-32%	-24%	50	0%	-7%
15	CCOc1ccc(C(=O)Nc2ccc3nc(N4CCN(CC)CC4)cc(C)c3c2)cc1	2%	1%	-5%	-2%	?	5%	-4%
